Compound activity (PubChem)
E-sel inducer: E-selectin induction on HUVECs | P16581 | hit rate 0.37% among 260,000 | HUVEC E-selectin immunofluorescence imaging; normalized: neutral wells 0, TNF-alpha wells 100 | activation, % at 7.58 µM;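 active = mean E-selectin-positive cell signal at least 10% of the positive control, reached in at least 60% of replicates, without over 20% cell loss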;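 also: in these data hits start at about 27%; measured in HUVEC primary endothelial cells; signal is the percent of cells scored E-selectin positive by PE staining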
Target sequence (P16581 whole entry, looked up): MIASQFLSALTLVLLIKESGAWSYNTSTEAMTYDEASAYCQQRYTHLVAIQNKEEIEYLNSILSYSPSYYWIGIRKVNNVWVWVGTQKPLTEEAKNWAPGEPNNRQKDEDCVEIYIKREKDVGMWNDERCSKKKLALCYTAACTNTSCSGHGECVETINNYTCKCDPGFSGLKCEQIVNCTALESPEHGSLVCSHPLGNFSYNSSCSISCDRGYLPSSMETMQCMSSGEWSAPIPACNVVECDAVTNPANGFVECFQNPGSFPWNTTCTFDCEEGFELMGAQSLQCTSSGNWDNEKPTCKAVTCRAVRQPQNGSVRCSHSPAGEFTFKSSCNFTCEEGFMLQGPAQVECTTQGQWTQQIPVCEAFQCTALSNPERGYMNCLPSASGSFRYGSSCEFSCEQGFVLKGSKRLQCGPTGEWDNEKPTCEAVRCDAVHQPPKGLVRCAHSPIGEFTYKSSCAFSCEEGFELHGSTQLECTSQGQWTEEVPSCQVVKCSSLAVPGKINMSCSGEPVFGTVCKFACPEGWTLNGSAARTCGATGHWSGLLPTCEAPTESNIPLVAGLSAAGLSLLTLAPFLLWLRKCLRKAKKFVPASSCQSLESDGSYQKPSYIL
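Assay system: HUVEC primary endothelial cells. Input: 3,000 HUVEC seeded per well. Doses: one compound dose added by pin transfer. Read-out basis: % PE-positive cells. Benchmarks: TNF-alpha high, DMSO low. Detection: immunofluorescence imaging. Buffer or medium: EGM-2, gelatin.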
RAD54 branch: blocks human RAD54 Holliday junction branch migration | FAM/BHQ fluorescence | inhibition, % at 10.4 µM | hit rate 0.14% among 360,000 | AID 602329;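 active = mean normalized replicate activity at least 40 and at least half of replicates scoring 40 or more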;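 also: 0% = median of neutral control wells and 100% = median of positive control wells; inhibitors cause a drop in the FAM fluorescence signal; in these data hits start at about 50%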
FN deposition inh: fibronectin deposition inhibition. AH1F fibroblasts, Alexa488-fibronectin deposition fluorescence, overnight. inhibition, % at 12.6 µM. hit rate 0.086% among 350,000;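 active = mean inhibition across replicates of 30% or more, regardless of how many single replicates reach that level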;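 also: positive control wells lacked labelled fibronectin entirely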
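Schedule: 1 h cell adhesion before compound, then overnight fibronectin incubation; test system: AH1F fibroblast monolayer depositing Alexa488-labelled fibronectin into matrix; quantity: 10000 AH1F cells per well; probe or stimulus: fluorescent fibronectin at 24 nM final; signal: fluorescence, ex 485 nm, em 525 nm; evaluation: percent inhibition as loss of matrix-bound fibronectin fluorescence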
EWS-Fli inh: EWS/Fli transcriptional activity inhibition | hit rate 0.67% among 350,000 | A673 NR0B1-luciferase reporter, viability-normalised | inhibition, % at 12.6 µM;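 active = mean inhibition of at least 50% after viability correction, with every replicate also passing that limit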;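 also: firefly luciferase signal divided by Alamar Blue viability fluorescence both relative to DMSO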
S100A4 MyoIIA: inhibitors of human S100A4 binding to myosin IIA peptide; P26447; S100A4/TAMRA-MyoIIA peptide fluorescence polarization; inhibition, % at 10.7 µM; hit rate 0.14% among 360,000; AID 652163;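 active = mean inhibition of at least 70% across replicates, with every replicate also reaching that level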
Target sequence (P26447 whole entry, looked up): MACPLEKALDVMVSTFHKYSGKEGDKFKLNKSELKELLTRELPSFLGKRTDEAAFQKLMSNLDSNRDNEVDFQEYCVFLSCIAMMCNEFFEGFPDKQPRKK
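System – human S100A4 monomer protein, biochemical binding assay · Buffer or medium – Calcium-containing HEPES buffer, pH 7.2 · Timing – 5 min between mix addition and reading · Also added – TAMRA-labelled myosin IIA heavy-chain peptide probe, 5 nM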
Xi reactivation: reactivates the inactive X chromosome in mouse fibroblasts. XiGFP mouse fibroblasts, % GFP-positive cells imaging, 3 d; cells co-treated with 5-aza-dC sensitizer; scaled so ellipticine positive control = 100%. activation, % at 7.58 µM. hit rate 0.055% among 360,000. AID 743238;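 active = mean normalized replicate activation at least 10% and every replicate at or above 10%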;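 also: 0% = median of on-plate neutral control wells and 100% = ellipticine 6 µM median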
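System: SV40-immortalized XiGFP fibroblast cells, line 68-5-11 / Incubation: 3-day compound exposure, then 15 min fixation at room temperature / Compound: single concentration per compound, delivered by pin transfer / Buffer or medium: DMEM plus 5-aza-dC sensitizer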
RAD52 inh: RAD52 (human) annealing inhibition; hit rate 0.46% among 360,000; inhibition, % at 18.7 µM; recombinant RAD52 DNA annealing, FRET fluorescence; AID 651710; P43351;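 active = every replicate showing at least 50% inhibition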
esBAF inh: SWI/SNF esBAF complex inhibition; mouse ES cells, Bmi1-luciferase knock-in reporter, 24 h; 100% = twice the neutral-well signal; reporter increase, % at 12.5 µM; hit rate 2% among 350,000; AID 602393; in the data active = activation above about 40%;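 also: 0% = median of the plate's neutral control wells and 100% = double that signal; a rise in the Bmi1 reporter signal indicates esBAF inhibition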
An asterisk follows results filed as active; . = no result given; & = joins results of further samples.

SMILES | E-sel inducer | RAD54 branch | FN deposition inh | EWS-Fli inh | S100A4 MyoIIA | Xi reactivation | RAD52 inh | esBAF inh
COc1ccc(S(=O)(=O)N(C)C[C@@H]2OCCCC[C@H](C)Oc3ccc(NS(=O)(=O)c4ccccc4)cc3C(=O)N([C@H](C)CO)C[C@H]2C)cc1 | . | -10 | -6 | -34 | 0 | 0.1 | -2 | 5
CCOC(=O)C1CCCN(S(=O)(=O)c2ccc(S(=O)(=O)N(CC)CC)cc2)C1 (stereo not given) | . | . | 3 | 4 | 0 | 0.4 | -23 | .
C[C@H](CO)N1C[C@H](C)[C@@H](CN(C)C(=O)C2CC2)Oc2cc(C#Cc3ccccc3)ccc2S1(=O)=O | 0.1 | 14 | -9 | -1 | -5 | 0.0 | -20 | -8
CCS(=O)(=O)Nc1ccc(-c2nc3cccnc3s2)cc1 | 0.0 | 21 | -7 | 27 | 38 | 0.0 | -13 | -53
COC(=O)[C@@]12CCCCN1[C@H](c1ccc(-c3ccc(C(C)=O)cc3)c(OC)c1)[C@@H]1C(=O)N(C)C(=O)[C@@H]12 | 0.7 | -12 | -10 | -19 | -9 | 0.0 | -72 | 6
CC(C)NC(=O)Nc1cccc2c1O[C@@H](CN(C)Cc1ccc(C(=O)Nc3ccccc3N)cc1)[C@@H](C)CN([C@H](C)CO)C2=O | 0.0 | . | -2 | -12 | -4 | 0.0 | 9 | .
C[C@@H](NC(=O)C[C@@H]1CC[C@@H](NC(=O)Cc2ccccn2)[C@@H](CO)O1)c1ccccc1 | -0.2 | 1 | -1 | -8 | -2 | -0.1 | -4 | -4
Cc1cccc2nc(CSc3nc4cc([N+](=O)[O-])ccc4s3)cn12 | . | . | 1 | -33 | -7 | 0.2 | -22 | .
O=C1CCN(Cc2ccc(Br)cc2)CCN1[C@H](CO)c1ccccc1 | -0.1 | -9 | 0 | -2 | -8 | 0.0 | -9 | -5
COc1cccc(N=Nc2ccc(O)c3ncccc23)c1 | . | 5 | 5 | -25 | 2 | 3.3 | -4 | -20

Looked up above.
In FN deposition inh, COc1ccc(S(=O)(=O)N(C)C[C@@H]2OCCCC[C@H](C)Oc3ccc(NS(=O)(=O)c4ccccc4)cc3C(=O)N([C@H](C)CO)C[C@H]2C)cc1 shows -6
In RAD52 inh, C[C@H](CO)N1C[C@H](C)[C@@H](CN(C)C(=O)C2CC2)Oc2cc(C#Cc3ccccc3)ccc2S1(=O)=O shows -20

Continued.
SMILES | E-sel inducer | RAD54 branch | FN deposition inh | EWS-Fli inh | S100A4 MyoIIA | Xi reactivation | RAD52 inh | esBAF inh
Cc1ccc(-n2ncc(C(=O)Nc3ccc(Cl)cc3)c2C2CCNCC2)cc1C | . | 4 | 4 | 5 | -3 | 0.0 | 8 | 4
CC1CCN(c2c(NCc3ccc(C(=O)N4c5ccccc5CC4C)cc3)c(=O)c2=O)CC1 (stereo not given) | 0.2 | 0 | 0 | 10 | 6 | 0.0 | -13 | 16
CCN1CCN(c2ccc(S(=O)(=O)N3CCCCC3)cc2NC(=O)c2cccc(NC(C)=O)c2)CC1 | -1.5 | . | 4 | 5 | -5 | -0.1 | 5 | -2
CCCCN(C(=O)c1ccc(Cl)c(S(=O)(=O)N2CCOCC2)c1)c1c(N)n(CCC)c(=O)[nH]c1=O | 3.6 | -7 | 6 | 3 | 1 | 0.0 | 0 | 2
O=C(C(=O)N1CCN(Cc2ccc3c(c2)OCO3)CC1)c1c[nH]c2ccccc12 | . | -2 | 11 | 9 | -2 | 0.0 | -1 | -2
COc1ccccc1C(C)NCC(=O)NC(=O)NCc1ccco1 (stereo not given) | 1.9 | -1 | 0 | -1 | 2 | 0.4 | -17 | 8
O=C(NCC[C@@H]1CC[C@@H](NS(=O)(=O)c2cccc(F)c2)[C@@H](CO)O1)C1CCCC1 | -0.1 | 8 | 4 | 0 | 4 | -0.1 | -3 | -1
CO[C@H]1CN(C)C(=O)c2cc(NC(=O)c3ccccc3F)ccc2OC[C@@H](C)N(C(C)=O)C[C@@H]1C | -0.1 | -8 | -11 | 4 | -6 | 0.3 | 7 | 1
Cc1cccc(NC(=O)CN2CCN(C(=O)c3cccc(-n4cnnn4)c3)CC2)c1C | . | -1 | -5 | -1 | -4 | 0.3 | 2 | -2
N#C/C(=C\c1ccccc1OCc1ccc(C(=O)O)cc1)C(=O)Nc1ccc(O)cc1 | . | . | -1 | -5 | -2 | 0.2 | -9 | .
O=C(CN(C(=O)CCC(=O)Nc1nccs1)c1cccc(F)c1)NCCc1ccccc1 | 0.0 | -9 | -2 | 0 | 1 | 0.5 | -8 | -1
COCCCNC(=O)[C@@H](Cc1ccccc1)NC(=O)[C@H]1O[C@@H](n2ccc(=O)[nH]c2=O)[C@H](O)[C@@H]1O | -0.3 | . | 4 | -4 | -3 | 0.2 | -4 | .
O=C(c1ccccc1F)n1c2c(c3ccccc31)CCCC2 | 0.7 | -9 | 20 | 44 | -6 | 0.3 | -15 | 6
CN(CCOc1ccccc1)CC(=O)Nc1cc([N+](=O)[O-])ccc1Cl | 3.8 | . | -1 | 2 | 0 | -0.2 | -10 | .
CN(C)c1nc(/C=C(\C#N)C(N)=O)c(Cl)n1-c1ccc(F)cc1 | -3.5 | -5 | -16 | -1 | 0 | 0.0 | -7 | 2
Cc1ccnc(Nc2nc(-c3ccc(F)cc3)cs2)c1 | . | -3 | -4 | -78 | -2 | 0.0 | -10 | 36
C[C@@H]1CCCCO[C@H](CN(C)C(=O)Cc2ccccc2)[C@@H](C)CN([C@H](C)CO)C(=O)c2cc(NC(=O)Nc3ccccc3)ccc2O1 | -7.4 | 3&7 | -4&-7 | 15&6 | 3&-11 | 0.0&0.0 | -74&-1 | 6&2
COc1ccc(C2=NN(C(C)=O)C(c3ccccc3)C2)cc1 (stereo not given) | 0.2 | -3 | 3 | -41 | -1 | 0.0 | -6 | 54*
Cc1noc(C)c1NC(=O)Nc1ccc2c(c1)C(=O)N([C@H](C)CO)C[C@@H](C)[C@H](CN(C)S(=O)(=O)c1ccccc1)OCCCC[C@H](C)O2 | 0.0 | 2 | -4 | -12 | -45 | 0.3 | 21 | -2
CN(C)CC(=O)Nc1ccc2c(c1)[C@@H]1C[C@H](CC(=O)NCCc3ccccc3)O[C@@H](CO)[C@@H]1O2 | 0.7 | 5 | . | -4 | 3 | 0.2 | -1 | -3
CC(=O)c1cccc(S(=O)(=O)Nc2c(C)nn(C)c2C)c1 | -2.4 | -5 | 0 | -3 | 0 | 0.1 | -2 | -2
COc1ccc(C)cc1NC(=S)N1CC(C)OC(C)C1 (stereo not given) | 0.1 | 15 | . | -2 | 0 | 0.0 | 1 | .
Cc1cc(C)cc(NC(=O)Nc2ccc(Cl)cn2)c1 | . | -7 | -2 | -4 | 3 | 0.2 | -11 | -3
COc1ccc(C2=NS(=O)(=O)N(C)C(C(=O)N3CCC(C(N)=O)CC3)=C2)cc1 | . | -18 | -5 | -10 | -1 | 0.1 | -3 | 1
COc1ccc(N2C(=O)C(CC(=O)Nc3ccccc3)N(Cc3cccs3)C2=O)cc1 (stereo not given) | . | -1 | 7 | 1 | 0 | 0.1 | -6 | -7
CCN1[C@@H]2c3ccc(C4=CCCCC4)c(=O)n3C[C@@H]2[C@@H](CO)[C@@H]1C(=O)OC | -0.3 | 7 | . | -6 | -11 | 0.0 | -20 | 20
COCC(=O)Nc1ccc2c(c1)C(=O)N(C)C[C@H](OC)[C@@H](C)CN(Cc1cncnc1)[C@@H](C)CO2 | 0.9 | 2 | 0 | 4 | -4 | 0.1 | 3 | -4
Cc1cc([N+](=O)[O-])cc(C)c1OCC(=O)N/N=C/c1ccc(OC(=O)c2ccccc2Br)cc1 | -2.4 | 9 | 0 | 8 | -2 | -0.1 | -3 | .
CCCC#Cc1ccc2c(c1)O[C@H](CN(C)Cc1ccc3c(c1)OCO3)[C@H](C)CN([C@@H](C)CO)S2(=O)=O | . | -9 | -1 | 5 | 36 | -0.6 | 11 | -24
COc1ccccc1NC(=O)CSc1nnc(CC(=O)Nc2ccccc2F)n1C | 6.8 | -10 | 5 | -4 | -1 | 0.1 | -11 | 0
CCOC(=O)Nc1ccc(C)cc1NC(=O)OCC | . | -9 | 13 | . | -1 | . | -8 | .
CN(C)c1ccc(/C=N/N=C(N)N)cc1[N+](=O)[O-] | . | . | -4 | -4 | 2 | 0.0 | 17 | .
C[C@@H]1CN([C@@H](C)CO)C(=O)c2cccc(NS(=O)(=O)c3ccc(Cl)cc3)c2O[C@H]1CN(C)C(=O)Nc1ccc(F)cc1 | -0.1 | 1 | . | 8 | 1 | -0.1 | -1 | 2
CC(C)n1cnc2cc(NCc3ccco3)ccc21 | . | -11 | . | -38 | -4 | . | 20 | .
COCCCNC(=O)[C@@]1(Cc2ccccc2CN=[N+]=[N-])N=C(c2ccc(OCCCO)cc2)O[C@H]1c1ccccc1 | . | 1 | . | -4 | 0 | . | 8 | .
CCC(=O)N1CC2(C1)[C@H](c1ccc(-c3cccc(OC)c3)cc1)[C@H](CO)N2C(C)=O | 0.0 | . | . | -4 | 11 | 0.0 | -14 | .
C[C@@H]1CN([C@@H](C)CO)C(=O)c2cc(N(C)C)ccc2O[C@H]1CN(C)Cc1ccncc1 | . | -11 | 3 | -11 | 12 | -0.8 | -12 | 6
CC(=O)c1cccc(-c2ccc(CN3C(CC(C)C)C(=O)N(Cc4cn(CC5CCCCC5)nn4)CCS3(=O)=O)cc2)c1 (stereo not given) | . | 8 | -12 | 22 | -2 | 0.3 | -8 | 0
O=C(CSc1nc(O)cc(=O)n1-c1ccccc1)Nc1ccccn1 | 0.4 | . | -12 | 6 | -4 | 0.0 | -24 | .
COc1cc(/C=C/C(=O)OCC(=O)Nc2ccc(NC(C)=O)cc2)cc(S(=O)(=O)N2CCc3ccccc32)c1OC | -1.8 | -4 | -1 | 13 | 1 | -0.1 | -26 | 16

Among those listed so far, six have a Cl atom:
SMILES | E-sel inducer | RAD54 branch | FN deposition inh | EWS-Fli inh | S100A4 MyoIIA | Xi reactivation | RAD52 inh | esBAF inh
Cc1ccc(-n2ncc(C(=O)Nc3ccc(Cl)cc3)c2C2CCNCC2)cc1C | . | 4 | 4 | 5 | -3 | 0.0 | 8 | 4
CCCCN(C(=O)c1ccc(Cl)c(S(=O)(=O)N2CCOCC2)c1)c1c(N)n(CCC)c(=O)[nH]c1=O | 3.6 | -7 | 6 | 3 | 1 | 0.0 | 0 | 2
CN(CCOc1ccccc1)CC(=O)Nc1cc([N+](=O)[O-])ccc1Cl | 3.8 | . | -1 | 2 | 0 | -0.2 | -10 | .
CN(C)c1nc(/C=C(\C#N)C(N)=O)c(Cl)n1-c1ccc(F)cc1 | -3.5 | -5 | -16 | -1 | 0 | 0.0 | -7 | 2
Cc1cc(C)cc(NC(=O)Nc2ccc(Cl)cn2)c1 | . | -7 | -2 | -4 | 3 | 0.2 | -11 | -3
C[C@@H]1CN([C@@H](C)CO)C(=O)c2cccc(NS(=O)(=O)c3ccc(Cl)cc3)c2O[C@H]1CN(C)C(=O)Nc1ccc(F)cc1 | -0.1 | 1 | . | 8 | 1 | -0.1 | -1 | 2
